Rac1 mut GTP – modulators of GTP binding to human Rac1 activated mutant; percent activity (GTP binding), % at 10 µM; 0.11% of 190,000 active; GST-Rac1 activated beads, fluorescent GTP binding, flow cytometry; actives lie on both sides; 100% means binding = to untreated wells; P63000;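 active means GTP binding at least 20 percentage points away from the 100% baseline, in either direction, so actives lie on both sides; inconclusive means Compound likely fluorescent itself, or too few beads counted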
Bim-Bcl-B – inhibitors of Bim-Bcl-B interaction, human; Q9HD36; bead-based flow cytometry, Bim peptide-Bcl-B binding; inhibition, % at 10 µM; 0.073% of 190,000 active; AID 951;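 further: 0% = tracer peptide without compound and 100% = reference inhibitor peptide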
Bim-Bcl-W – human Bim-Bcl-W interaction inhibition. bead-based flow cytometry, Bim peptide-Bcl-W binding. inhibition, % at 10 µM. 0.02% of 190,000 active. AID 952;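 further: 0% = bound tracer without compound and 100% = peptide blocker; higher means less fluorescent Bim peptide bound to Bcl-W beads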
Target sequence (Q92843 whole entry, looked up): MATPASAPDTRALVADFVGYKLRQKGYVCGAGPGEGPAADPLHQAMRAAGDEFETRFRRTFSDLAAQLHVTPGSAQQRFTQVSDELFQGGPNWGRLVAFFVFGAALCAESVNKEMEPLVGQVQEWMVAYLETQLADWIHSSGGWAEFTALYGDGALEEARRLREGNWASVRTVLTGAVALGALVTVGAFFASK
Bcl-2 Bim block – inhibitors of Bim-Bcl-2 interaction, human | inhibition, % at 10 µM | Bead-based flow cytometry, Bim peptide-Bcl-2 binding | 0.06% of 190,000 active | P10415; in the data active means inhibition above about 40%; inconclusive means no clear call, values can overlap the other calls;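 further: 0% = no compound wells with probe peptide and 100% = reference peptide inhibitor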
Target sequence (P10415 whole entry, looked up): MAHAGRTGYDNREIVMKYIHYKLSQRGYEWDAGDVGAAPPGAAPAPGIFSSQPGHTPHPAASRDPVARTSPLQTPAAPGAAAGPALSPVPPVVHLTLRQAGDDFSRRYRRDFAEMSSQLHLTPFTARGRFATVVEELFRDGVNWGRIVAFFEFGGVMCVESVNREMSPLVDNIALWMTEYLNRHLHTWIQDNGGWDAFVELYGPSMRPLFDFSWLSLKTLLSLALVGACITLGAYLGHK
Rab2 wt GTP – changes GTP binding to wildtype dog Rab2A, up or down; GST-Rab2 wt beads, Bodipy-GTP binding, flow cytometry; GTP binding activity, % at 10 µM; 0.19% of 190,000 active;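 active means GTP binding activity at least 20 points away from 100%, either lowered or raised; inconclusive means signal likely due to the compound's own green fluorescence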;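 further: 0% = beads with excess unlabeled GTP and 100% = no-compound control corrected for plate trend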
Rab7 wt modul – modulators of GTP binding to dog Rab7 wildtype GTPase; GST-Rab7 beads, fluorescent GTP binding, flow cytometry; actives lie on both sides; untreated = 100%, excess cold GTP = 0%; GTP binding activity (percent of control), % at 10 µM; 0.055% of 190,000 active; AID 758;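 active means fluorescent GTP binding to Rab7 beads changed by at least 20 points from the 100% baseline, either direction, mostly lower; inconclusive means compound itself probably fluorescent, or too few beads counted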;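 further: median green fluorescence of bound Bodipy-FL-GTP per Rab7 bead population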
Bim-Bfl-1 – disrupts Bim binding to human Bfl-1; Q16548; Bead-based flow cytometry, Bim-Bfl-1 binding inhibition; inhibition, % at 10 µM; 0.12% of 190,000 active; AID 1008;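 further: 0% = wells without compound plus tracer and 100% = blocker peptide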
HRas wt GTP bind – human HRas wildtype GTP binding, change in either direction; P01112; GST-Ras wt beads, Bodipy-FL-GTP binding, flow cytometry; actives lie on both sides; GTP binding activity, % at 10 µM; 0.14% of 190,000 active; AID 759;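 active means GTP binding activity at least 20% away from the 100% baseline, either lowered as inhibitor or raised as activator; inconclusive means flagged as likely green fluorescent, judged across all proteins in the well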;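 further: 0% = unlabeled GTP competition control and 100% = no-compound control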
Target sequence (P01112 whole entry, looked up): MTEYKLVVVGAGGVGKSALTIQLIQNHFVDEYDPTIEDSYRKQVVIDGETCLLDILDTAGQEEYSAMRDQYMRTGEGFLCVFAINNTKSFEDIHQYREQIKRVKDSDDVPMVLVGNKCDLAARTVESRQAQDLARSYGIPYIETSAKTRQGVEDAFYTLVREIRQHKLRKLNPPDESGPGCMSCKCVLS
Rac1 wt GTP bind – alters GTP binding to wildtype human Rac1 | P63000 | GST-Rac1 beads, fluorescent GTP binding, flow cytometry; actives lie on both sides; 0 = cold GTP competed, 100 = untreated | 0.27% of 190,000 active | GTP binding activity (% of control), % at 10 µM | AID 757;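 active means GTP binding activity at least 20 points away from the 100% control level, either lower or higher; inconclusive means compound flagged as likely green fluorescent, judged across all proteins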
Cdc42 wt GTP – changes GTP binding to wildtype human Cdc42 | P60953 | GST-Cdc42 beads, Bodipy-GTP binding, flow cytometry; actives lie on both sides | percent activity (GTP binding), % at 10 µM | 0.2% of 190,000 active | AID 761;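 active means percent activity GTP binding at least 20 points away from the 100% baseline, either down as inhibitor or up as activator; inconclusive means compound flagged as likely green fluorescent from well-wide comparison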;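 further: median bead fluorescence of bound Bodipy-FL-GTP at 100 nM; 0% = excess unlabeled GTP control and 100% = no compound control; below 100% means less GTP binding so inhibitor and above means activator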
Target sequence (P60953 whole entry, looked up): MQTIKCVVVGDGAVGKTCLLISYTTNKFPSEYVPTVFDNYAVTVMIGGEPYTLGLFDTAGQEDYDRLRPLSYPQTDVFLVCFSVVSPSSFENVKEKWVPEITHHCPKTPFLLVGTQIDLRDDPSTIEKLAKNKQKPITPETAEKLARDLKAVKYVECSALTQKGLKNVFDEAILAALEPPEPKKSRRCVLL
Bim-Bcl-XL – inhibitors of Bim-Bcl-XL interaction, human. inhibition, % at 10 µM. Q07817. Bim peptide-Bcl-XL binding, bead flow cytometry, fluorescence. 0.04% of 190,000 active
Active calls of the source: *; ? = inconclusive. Unless noted, no stated cut-off is given here; in the data, active means inhibition above about 40%.

SMILES	Rac1 mut GTP	Bim-Bcl-B	Bim-Bcl-W	Bcl-2 Bim block	Rab2 wt GTP	Rab7 wt modul	Bim-Bfl-1	HRas wt GTP bind	Rac1 wt GTP bind	Cdc42 wt GTP	Bim-Bcl-XL
N/C(COc1ncn(-c2ccccc2)n1)=N\S(=O)(=O)c1ccc(Cl)cc1Cl	95	-1	-3	-2	102	109	-2	100	102	98	-3
CCN1CCN(C(=O)c2ccc3c(=O)n(Cc4ccccc4OC)c(=S)[nH]c3c2)CC1	95	-5	-1	0	99	101	-3	101	95	97	-5
Cc1ccccc1Nc1c(-c2cccnc2)nc2ccc(Br)cn12	92	-3	-1	-2	93	101	-1	97	92	88	-1
CCOc1ccc(C(=O)Nc2cccc(NC(=O)c3cccs3)c2)cc1[N+](=O)[O-]	100	-9	-3	-7	100	97	-13	99	104	99	-6
CCC(CC)c1nnc(NC(=O)c2ccc(N3CCCC3=O)cc2)s1	105	0	0	-1	109	104	0	108	108	110	0
CCOC(=O)c1oc2ccccc2c1NC(=O)c1cccc(OC)c1	96	3	0	0	97	96	0	96	98	96	0
c1ccc(CCc2nn3c(-c4ccncc4)nnc3s2)cc1	93	-14	-1	-10	93	93	-2	95	95	96	-8
NS(=O)(=O)c1ccc(NC(=O)COc2ncnc3c2cnn3-c2ccccc2)cc1	98	-1	1	-4	101	104	-2	99	101	97	1
O=C(Nc1ccc2c(c1)OCO2)c1sc2cc(Cl)ccc2c1Cl	99	-9	-3	-7	96	97	-1	100	101	102	-7
COc1cc(C2NC(=O)NC(C)=C2C(=O)NCc2ccccc2)c(Cl)cc1O (stereo not given)	99	-5	-1	-5	101	100	-8	99	105	102	-4
CCOC(=O)c1[nH]c2c(c1C)C(=O)CC(c1ccco1)C2 (stereo not given)	101	-4	0	-5	99	102	-9	102	107	104	-5
CCOc1ccccc1NC(=O)CNS(=O)(=O)c1ccc2nc(C)sc2c1	103	-6	-2	-5	100	102	-5	101	105	102	-1
CC(C(=O)OCC(=O)Nc1ccc2c(c1)OCO2)N1C(=O)c2ccccc2C1=O (stereo not given)	96	-6	-1	-8	95	96	-13	98	98	99	-8
O=C(CN1CCN(c2ccc(O)cc2)CC1)Nc1cc(S(=O)(=O)N2CCCCC2)ccc1Cl	?	-10	9	2	?	?	12	?	?	?	3
COc1ccc(-n2c(Cc3cccn3C)nnc2SCC(=O)Nc2cc(Cl)ccc2OC)cc1	99	-9	-5	-11	99	103	-6	99	102	102	-8

Record cards (already shown). Order of screens: Rac1 mut GTP | Bim-Bcl-B | Bim-Bcl-W | Bcl-2 Bim block | Rab2 wt GTP | Rab7 wt modul | Bim-Bfl-1 | HRas wt GTP bind | Rac1 wt GTP bind | Cdc42 wt GTP | Bim-Bcl-XL
Results for `CCOC(=O)c1oc2ccccc2c1NC(=O)c1cccc(OC)c1` : 96 | 3 | 0 | 0 | 97 | 96 | 0 | 96 | 98 | 96 | 0
Results for `N/C(COc1ncn(-c2ccccc2)n1)=N\S(=O)(=O)c1ccc(Cl)cc1Cl` : 95 | -1 | -3 | -2 | 102 | 109 | -2 | 100 | 102 | 98 | -3
Results for `Cc1ccccc1Nc1c(-c2cccnc2)nc2ccc(Br)cn12` : 92 | -3 | -1 | -2 | 93 | 101 | -1 | 97 | 92 | 88 | -1
Results for `O=C(Nc1ccc2c(c1)OCO2)c1sc2cc(Cl)ccc2c1Cl` : 99 | -9 | -3 | -7 | 96 | 97 | -1 | 100 | 101 | 102 | -7

Later entries
SMILES	Rac1 mut GTP	Bim-Bcl-B	Bim-Bcl-W	Bcl-2 Bim block	Rab2 wt GTP	Rab7 wt modul	Bim-Bfl-1	HRas wt GTP bind	Rac1 wt GTP bind	Cdc42 wt GTP	Bim-Bcl-XL
CC(=O)n1cc(/C=N/NC(N)=S)c2ccccc21	96	4	1	3	93	93	3	95	88	97	3
C=CCn1c(-c2cccs2)nc2ccccc21	93	2	-2	0	92	93	0	94	90	93	0
CCn1c(SCC(=O)c2[nH]c(C)c(C(C)=O)c2C)nnc1-c1ccncc1	99	-2	0	-3	101	99	-10	101	103	103	-4
CN(C)c1cccc(C(=O)OCC(=O)Nc2ccccc2-c2ccccc2)c1	101	-4	-4	-7	96	97	-4	97	101	97	0
O=[N+]([O-])c1ccc(C(=S)N2CCN(c3ccc(F)cc3)CC2)cc1	94	-40	-10	-7	94	91	13	95	94	96	-16
O=C(CN1C(=O)C2C3CCC(C3)C2C1=O)N1CCN(Cc2ccccc2)CC1 (stereo not given)	97	-3	-1	0	97	95	-5	95	100	97	-3
Cn1c(=O)c(C(=O)CN2CCOCC2)c(N)n(Cc2ccccc2)c1=O	104	-2	-1	-1	106	103	0	105	106	103	-2
COc1ccc2[nH]c(C(O)(Cc3cccnc3)Cc3cccnc3)cc2c1	100	-8	0	-6	102	101	-4	103	108	103	-3
COc1ccccc1C(=O)NCCNC(=O)c1ccco1	100	-5	0	-14	101	99	-14	103	107	103	-8
COCCn1c(=S)[nH]c2cc(C(=O)NCCc3ccc(OC)c(OC)c3)ccc2c1=O	98	-9	-4	-8	96	99	-9	98	103	100	-6
O=C(COC(=O)c1cc(=O)[nH]c2ccccc12)Nc1nc(-c2cccc(Br)c2)cs1	99	-4	-2	1	99	96	0	101	104	103	-3
O=C(CSc1ncn(-c2ccccc2)n1)Nc1ccc(Br)cn1	98	-20	-5	-6	101	100	-11	99	100	99	-6
Cn1c(SCC(=O)n2c3c(c4ccccc42)CCCC3)nnc1-c1ccccc1	96	-7	0	-10	99	102	-16	100	103	101	-9
CCOC(=O)N1CCN(CC(O)COC2CC(C)CC(C)(C)C2)CC1 (stereo not given)	100	1	2	3	102	99	0	98	98	99	0
COc1ccc(C)c(S(=O)(=O)Nc2ccc(OCC(=O)O)cc2)c1	100	-9	0	-9	102	102	-13	103	105	105	-5

Two entries drawn at random from those above, as already listed:
SMILES	Rac1 mut GTP	Bim-Bcl-B	Bim-Bcl-W	Bcl-2 Bim block	Rab2 wt GTP	Rab7 wt modul	Bim-Bfl-1	HRas wt GTP bind	Rac1 wt GTP bind	Cdc42 wt GTP	Bim-Bcl-XL
CN(C)c1cccc(C(=O)OCC(=O)Nc2ccccc2-c2ccccc2)c1	101	-4	-4	-7	96	97	-4	97	101	97	0
COc1ccc(C)c(S(=O)(=O)Nc2ccc(OCC(=O)O)cc2)c1	100	-9	0	-9	102	102	-13	103	105	105	-5

Taken from above:
Value for CC(C(=O)OCC(=O)Nc1ccc2c(c1)OCO2)N1C(=O)c2ccccc2C1=O (stereo not given) in Bcl-2 Bim block: -8
Value for c1ccc(CCc2nn3c(-c4ccncc4)nnc3s2)cc1 in Bim-Bcl-B: -14

Carrying on:
SMILES	Rac1 mut GTP	Bim-Bcl-B	Bim-Bcl-W	Bcl-2 Bim block	Rab2 wt GTP	Rab7 wt modul	Bim-Bfl-1	HRas wt GTP bind	Rac1 wt GTP bind	Cdc42 wt GTP	Bim-Bcl-XL
Cc1cc(C)nc(SCc2cn3cc(Cl)ccc3n2)n1	101	-10	-5	-6	100	98	-9	102	104	105	-6
Cc1cccn2cc(-c3ccc(F)cc3)nc12	98	-2	-3	-1	100	100	-3	98	101	100	-5
CC(O)C(O)C(O)C(O)C1NCCS1 (stereo not given)	99	2	0	0	102	103	0	100	103	103	-1
CCNC(=O)NC(=O)CSc1nc2ccccc2n1CC(C)C	100	-5	-2	-2	103	103	-3	104	101	102	-8
Cc1ccc(CNC(=O)Cn2c(=O)c3sccc3n(Cc3cccc([N+](=O)[O-])c3)c2=O)cc1	99	-6	-3	-5	102	101	-17	102	106	103	-3
O=[N+]([O-])c1ccc(N2CCN(c3ccc(Cl)nn3)CC2)c(Cl)c1	98	-7	-1	-5	101	103	-11	99	104	101	-3
O=C(CSc1nnc(Cn2c(=O)sc3ccccc32)n1-c1ccccc1)NCc1ccco1	96	-8	-5	-2	96	100	-3	99	101	99	-8
CCn1c(SCC(=O)Nc2nc(C)c(C(=O)OC)s2)nnc1C(C)C	98	1	2	-3	102	101	-1	102	101	103	-1
CCCCN(C(=O)NC(=O)Nc1cc(C)ccc1C)S(C)(=O)=O	100	-3	0	0	103	105	-2	106	103	104	-1
CCOC(=O)c1c[nH]n(-c2ccc(C)cc2)c1=O	98	-5	-3	-3	94	93	-6	94	99	98	-6
CC1OC(OCC2OC(Oc3c(-c4ccc(O)cc4)oc4cc(O)cc(O)c4c3=O)C(O)C(O)C2O)C(O)C(O)C1O (stereo not given)	94	1	0	-7	96	103	-5	96	96	96	-8
COc1ccc2nc(SCC(=O)Nc3nccs3)[nH]c2c1	95	0	2	0	95	94	0	96	99	99	2
CCOc1ccc(CCN2C(=O)CCC2(C)C(=O)NC(C)CC)cc1OCC (stereo not given)	101	-2	0	0	102	102	-1	104	109	107	-1
NC(=S)N/N=C\c1ccccc1OCc1ccccc1	101	-10	-3	-2	99	96	0	101	103	98	-9
O=c1cc(-c2ccco2)oc2c1ccc1ccccc12	99	-4	-3	-2	98	97	-1	99	99	99	-2
CCOC(=O)c1ccc(N/C=C/C(=O)c2ccc(OC)c(OC)c2)cc1	97	-1	-3	0	99	100	0	100	102	101	0
CCOC(=O)c1c(-c2ccc(C)o2)csc1NC(=O)CSc1nnnn1-c1ccccc1	95	-6	4	-5	95	92	-12	94	96	96	0
O=C(O)Cc1ccc(NC(=O)c2cccs2)cc1	96	-2	-4	-1	97	96	-2	97	102	98	1
CCOCCOC(=O)c1ccc(-n2cnc(C)n2)nc1	92	3	0	2	95	102	6	92	94	92	0
CCc1ccc(NC(=O)COc2ccc(F)cc2C(=O)c2cnn(-c3ccccc3)c2)cc1	101	-3	-3	-3	98	96	-4	99	102	102	-7
CCOCCCNC(=O)CCSc1ccc(C)cc1	99	-3	-4	2	100	96	0	97	104	96	0
Nc1nnc(CCCCCCCCCCc2nnc(N)s2)s1	96	-2	-2	2	99	104	-2	99	99	100	0
COc1ccc(NC(=O)C(NC(=O)c2ccccc2)C(C)C)cc1 (stereo not given)	101	-7	2	-10	101	103	-13	102	109	104	1
CCc1cc2c(SCC(=O)c3ccc(C)cc3)ncnc2s1	96	-5	-6	-14	96	99	2	100	103	99	-6

Source: PubChem (NMMLSC)

This is a random part of the collection. About 0.62% of those tested had a hit in this group.
